# 14-3-3 PPI: modulators of human 14-3-3 gamma - Raf peptide interaction; P61981; FP, 14-3-3gamma / TMR-pS259-Raf peptide binding; inhibition, % at 40 µM; 160,000 compounds, 0.19% hits; in the data active = inhibition above about 30%;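 note: 0% = protein plus tracer without compound and 100% = blank with tracer alone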
# Target sequence (P61981 whole entry, looked up): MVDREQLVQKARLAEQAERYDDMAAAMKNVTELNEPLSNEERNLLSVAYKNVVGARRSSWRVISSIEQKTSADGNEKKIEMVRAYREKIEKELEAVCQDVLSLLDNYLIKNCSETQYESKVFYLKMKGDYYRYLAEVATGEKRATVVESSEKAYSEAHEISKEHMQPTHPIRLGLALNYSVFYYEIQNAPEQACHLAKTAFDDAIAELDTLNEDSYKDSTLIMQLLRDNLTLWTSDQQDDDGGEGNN
# An asterisk follows results filed as active; & = joins results of further samples.
canonical_smiles	14-3-3 PPI
Cc1ccc(C(=O)COc2ccc(N3C(=O)C4CCC(C)CC4C3=O)cc2)cc1C (centres undefined)	2
O=C(CSc1nc2ccc(N3CCOCC3)cc2c(=O)n1Cc1ccccc1)NCc1ccccc1Cl	1
Cn1nnnc1SCC(=O)Nc1ccccc1N1CCCCC1	0
CSc1nc2n(n1)C(c1ccc(Cl)cc1)C1=C(CC(C)(C)CC1=O)N2 (centres undefined)	3
Cc1c(S(=O)(=O)Nc2cccc(Cl)c2)c(=O)n(C)c(=O)n1C	-5
COCCSc1nnc(NC(=O)C2CCCCC2)s1	4
COc1ccc(Cl)cc1Nc1nc(-c2cc3ccccc3oc2=O)cs1	-14
Cc1cccc(CS(=O)(=O)Cc2ccc(C(=O)NCC3CCCO3)o2)c1 (centres undefined)	-5
CCOC(=O)c1ccc([N+](=O)[O-])o1	-9
CCc1ccc(N(C)S(=O)(=O)c2ccc3[nH]cc(C(=O)NC(C)CC)c(=O)c3c2)cc1 (centres undefined)	-6
CSc1nnc2n(-c3ccccc3)c(=O)c3c4c(sc3n12)CCC4	-6
CCOC(=O)c1sc(N2C(=O)C(=O)/C(=C(/O)c3ccc(F)cc3)C2c2ccc(C(C)C)cc2)nc1C (centres undefined)	-16
CN(C)c1ccc(CN(C(=O)c2ccco2)C2CCS(=O)(=O)C2)cc1 (centres undefined)	-4&2
COc1ccc2c(c1OC)C(=O)OC2CC(=O)c1ccc2c(c1)OCO2 (centres undefined)	-2
CCN1CCN(c2cc(C)c3cc(NC(=O)CC4CCCCC4)ccc3n2)CC1	-14
CCN1CCCC1CNCc1ccc(Cl)cc1Cl (centres undefined)	0
O=C(CN1CCN(Cc2ccc(Cl)cc2)C1=O)NCCN1CCCC1	2
CCC1S/C(=C(\C#N)C(=O)NCc2ccco2)N(c2ccc(F)cc2)C1=O (centres undefined)	-16
CCOC(=O)c1cc2sc(C)cc2n1CC(=O)Nc1cccc(C)c1C	-6
O=C(NCc1ccccc1)NC1(C(=O)N2CCCC2)CCCCC1	8
COCCOC(=O)C1=C(C)NC2=C(C(=O)CC(c3cccs3)C2)C1c1ccc2c(c1)OCO2 (centres undefined)	-6
COc1ccc(N2C(=O)CCC(C(=O)Nc3ccc(C(C)C)cc3)C2c2ccc(F)cc2)cc1 (centres undefined)	-27
COC(=O)C1=C(C)NC2=C(C(=O)CC(C)(C)C2)C1c1ccccc1Cl (centres undefined)	-10
COC(=O)CNC(c1ccccc1)c1cc(Br)ccc1NS(=O)(=O)c1ccc(C)cc1 (centres undefined)	-9
N#Cc1c(N)nc(SCc2ccncc2)c(C#N)c1-c1cccs1	-13
COc1ccc(CCNC(=O)CN2CCN(c3cccc(Cl)c3)CC2)cc1OC	-3
CC1=C(C(=O)Nc2ccc(C)c(Cl)c2)C(c2ccc(N(C)C)cc2)NC(=S)N1 (centres undefined)	-70
CN(c1ccccc1)S(=O)(=O)c1ccc(C(=O)N=c2sc3cc(F)ccc3n2C)cc1	-2
O=[N+]([O-])c1cnc(Nc2cccc(Cl)c2)c([N+](=O)[O-])c1	-9
O=C(NCc1ccco1)c1cccc(N2CCCC2=O)c1	3
COc1ccc(-n2c(C)nc3cc(C(=O)NCc4ccc(C)cc4)ccc32)cc1	-66
CCCn1c(NCC)nc2c1c(=O)n(C)c(=O)n2C	2
CCCOC(=O)C1=C(C)NC2=C(C(=O)CCC2)C1c1ccc(C)cc1 (centres undefined)	-4
Cc1cc(C)c(C(=O)Oc2c(C)cccc2C)c(C)c1	0
CCc1ccc(NC(=O)C2CC(=O)N(c3ccc(OC)cc3)C2c2ccc(OC)cc2)cc1 (centres undefined)	-14
CCN(CC)c1ncnc2sc(C(=O)N3CCN(c4ccc(OC)cc4)CC3)c(C)c12	-1
COC(=O)c1nc2cc(C)ccn2c1F	-1
CCOc1ccc(NC(=O)c2ccc(F)c(S(=O)(=O)NC3CCCC(C)C3C)c2)cc1 (centres undefined)	-18
CC(=O)N1CCc2cc(S(=O)(=O)NCCC(=O)Nc3cccc(C)c3)ccc21	0
Cc1cccn2c(=O)c3cc(C(=O)NCCN4CCOCC4)c(=N)n(CCc4ccccc4)c3nc12	-2
CN(C)CCNC(=O)c1ccc(Cn2c(=S)[nH]c3ccc(Br)cc3c2=O)cc1	-7
CC(C)N(CCCNC(=O)C1CCN(S(=O)(=O)N2CCOCC2)CC1)Cc1ccccc1	-4
CC(=O)C1=NN(c2ccccc2)C(c2cccs2)N1c1ccccc1 (centres undefined)	-1
CCOc1ccccc1NC(=O)Cn1cnc2c(nnn2-c2cccc(OC)c2)c1=O	-8
COC(=O)c1ccccc1NC(=O)COC(=O)c1ccc(C)c(NC(=O)c2ccco2)c1	-10
CCNc1cc(=O)n(C)c(=O)n1C	-92
Cc1ccc(C(=O)CSc2nnc(COc3cccc(C)c3)o2)cc1	-3
Cc1ccc(-n2c3c(cc(C(=O)Nc4ccc(C)c(C)c4)c2=O)C(=O)CC(C)(C)C3)cc1	5
COc1ccc2[nH]c(=O)c(-c3noc(-c4ccccc4)n3)cc2c1	0
O=C(CSc1nc2cc(C(=O)NCc3ccco3)ccc2c(=O)n1C1CCCCC1)c1ccc(Cl)cc1	-1
CC1(C)CC2CC(C)(CN2C(=O)COC(=O)Cn2[nH]c(=O)c3ccccc3c2=O)C1 (centres undefined)	-7
Cc1ccccc1CSCc1ccc(C(=O)NCc2cccs2)o1	0
N#Cc1nc(Cc2ccccc2)oc1N1CCC(C(N)=O)CC1	1
COc1cc(NC(=O)C2c3ccccc3Oc3ccccc32)c(OC)cc1Cl	-12
O=C(Nc1ccc2nn(-c3ccccc3)nc2c1)c1ccc2c(c1)OCO2	-10
CC(C)COc1cc(=O)[nH]c(SCC(C)C)n1	-3
CCOc1c(O)ccc(C2Oc3ccccc3C3CC(c4cccs4)=NN32)c1[N+](=O)[O-] (centres undefined)	-71
O=C(c1ccccc1)N1CCN(c2nc(-c3ccccc3)c3cc([N+](=O)[O-])ccc3n2)CC1	-37
Cc1c(C(=O)Nc2ccc(S(=O)(=O)N3CCCCC3C)cc2)oc2ccccc12 (centres undefined)	-28
CCN1CCc2c(C#N)c(N3CCCCC3)nc(NCc3ccccc3)c2C1	-7

# Two of these compounds, set out differently:
> O=C(Nc1ccc2nn(-c3ccccc3)nc2c1)c1ccc2c(c1)OCO2
  14-3-3 PPI: -10
> COC(=O)c1nc2cc(C)ccn2c1F
  14-3-3 PPI: -1

# Four entries from above, ordered by formula weight, descending:
canonical_smiles	14-3-3 PPI
CCc1ccc(NC(=O)C2CC(=O)N(c3ccc(OC)cc3)C2c2ccc(OC)cc2)cc1 (centres undefined)	-14
COC(=O)c1ccccc1NC(=O)COC(=O)c1ccc(C)c(NC(=O)c2ccco2)c1	-10
Cc1c(C(=O)Nc2ccc(S(=O)(=O)N3CCCCC3C)cc2)oc2ccccc12 (centres undefined)	-28
COc1ccc(-n2c(C)nc3cc(C(=O)NCc4ccc(C)cc4)ccc32)cc1	-66

# More entries:
canonical_smiles	14-3-3 PPI
CCCC(NS(=O)(=O)c1ccc(OC)cc1)C(=O)O (centres undefined)	1
c1ccc2oc(-c3nn4c(Cn5cnc6ccccc65)nnc4s3)cc2c1	-8
O=C(Nc1ccc2oc(-c3ccccc3Br)nc2c1)c1cccc(Cl)c1	-19
COc1cc(CNC(=O)c2ccc(Cn3nc(C)c(Cl)c3C)o2)cc(OC)c1	-1
COc1cc(C)c(S(=O)(=O)NCc2cccs2)cc1C	1
S=C(c1ccc(-c2cccc(Cl)c2)o1)N1CCOCC1	-9
CCOc1ccc(C(=O)c2ccc(OCC)c(N)c2)cc1N	5
COc1ccccc1N1CCN(S(=O)(=O)Cc2ccccc2Cl)CC1	-5
COc1cccc(NC(=O)c2cc(S(=O)(=O)NC3CCCC(C)C3C)ccc2F)c1 (centres undefined)	-5
Cc1[nH]nc(SCC(=O)Nc2cccc(Cl)c2)c1[N+](=O)[O-]	-57
O=C1C2CC=C(Cl)CC2C(=O)N1CCCCCCN1C(=O)C2CC=C(Cl)CC2C1=O (centres undefined)	1
COCCn1c(C)cc(C(=O)COC(=O)c2ccc(-n3nc(C)cc3C)cc2)c1C	-10
CC1=C(C(=O)OC2CCCCC2)C(c2ccc(C)o2)C2=C(CC(c3ccccc3)CC2=O)N1 (centres undefined)	4
O=S(=O)(N=C(Nc1ccccc1)c1ccccc1Br)c1ccc(Cl)cc1	-3
COc1ccc(-n2cnc3cc(NCc4ccc(Br)cc4)ccc32)cc1	9
Cc1ccc(C2c3c(oc4ccc(Cl)cc4c3=O)C(=O)N2CCCN2CCOCC2)o1 (centres undefined)	-18
CCCN(CCC)S(=O)(=O)c1ccc(C(=O)Nc2nc3ccc(Br)cc3s2)cc1	-3
CCC1CCCCN1CCNS(=O)(=O)c1ccc2c(c1)CCN2C(C)=O (centres undefined)	-20&-15
CCN(CC)CCCN1C(=O)C(O)=C(C(=O)c2ccco2)C1c1ccc(C)o1 (centres undefined)	2
O=c1oc2ccccc2n1CCCOc1ccccc1	-6
Cc1ccc(C)c(N2C(=O)NC3CC2(C)Oc2ccc(Cl)cc23)c1 (centres undefined)	-3
COc1cc(C2C3=C(CC(C)(C)CC3=O)OC3=C2C(=O)CC(C)(C)C3)cc(OC)c1OC	-18
CN(C)c1nc(N2CCCCC2)nc(N2CCCCC2)n1	0
CCOC(=O)c1cnc2c(C)c(Cl)ccc2c1Nc1cccc(C(=O)OC)c1	-14
O=C(COC(=O)c1ccc(Cl)cc1[N+](=O)[O-])c1ccc(Br)cc1	-2
Cc1c(C(=O)N2CCOCC2)oc2ccc(S(=O)(=O)N3CCCC3)cc12	6&-2
CCOc1ccc(NS(=O)(=O)c2ccc(OCC)c3ncccc23)cc1	-9
COc1cc(NC(=O)c2ncn[nH]2)cc(OC)c1OC	1
Cc1nnc(SCCn2c(N3CC(C)CC(C)C3)nc3c2c(=O)n(C)c(=O)n3C)s1 (centres undefined)	5
Clc1ccccc1Cn1nnc2c(Nc3ccccc3)ncnc21	-4
COc1cccc(C(=O)NCc2n[nH]c(=S)n2-c2ccc([N+](=O)[O-])cc2)c1	10
COc1cc(NS(=O)(=O)c2ccc(NS(=O)(=O)c3ccccc3)cc2)nc(OC)n1	-2&-8
CC1CCN(C(=O)CN(C)S(=O)(=O)c2cccc3nsnc23)CC1	-9
O=C1c2sc3nnc(-c4ccccc4)c(=O)n3c2C(=O)N1Cc1ccccc1	-12
COc1ccccc1-n1c(SCC(=O)O)nnc1-c1ccc(S(=O)(=O)N2CCCCC2)cc1	-5
Oc1c(F)cccc1C=Nc1ccc2oc(-c3ccc(Br)cc3)nc2c1	-10
CC1(C)Cc2ccccc2C(/C(=N/O)C(N)=O)=N1	1
O=C(COc1ccccc1)Nc1ccc2c(c1)nc1n2CCSC1	-1
Cc1ccccc1-n1nnnc1SCC(=O)Nc1ccc(S(=O)(=O)N2CCCC2)cc1	-7
CCc1ccc2[nH]c(=O)c(C(c3nnnn3CCOC)N3CCN(c4ccc(F)cc4)CC3)cc2c1 (centres undefined)	0
Cn1cccc1C(=O)NC(=O)COC(=O)c1ccccc1Sc1ccccc1C#N	-18
O=C1C(SC(F)(F)C(F)F)=C(C(F)(F)F)OC2C3C=CC(C3)C12 (centres undefined)	-1
CCOC(=O)COc1ccc(N)cc1CC(NC(C)=O)(C(=O)OCC)C(=O)OCC	2
O=C(NCc1ccc2c(c1)OCO2)c1coc(=O)c2ccccc12	-10
CCn1c(NCc2cc(Br)ccc2O)nc2ccccc21	4
Cc1ccccc1Nc1cc(C(=O)NC2CCCC2)c2ccccc2n1	8
CCC(C)c1c(O)nc(SCCOc2ccc(Cl)cc2)[nH]c1=O (centres undefined)	-14
CC(C)Sc1nc2c(cnn2-c2ccc(F)cc2)c(=O)[nH]1	1&-9
C=CCNS(=O)(=O)c1cc(Br)cc2c1N(C(=O)CC)CC2	2
COc1cccc(C(=O)N2c3ccccc3CCc3ccccc32)c1	-2
O=C(CN1C(C(=O)c2ccccc2)=C(N2CCCCC2)c2ccccc2S1(=O)=O)c1ccccc1	-2
Cc1cc(C)cc(-n2nnc(C(=O)NCc3ccc(Cl)cc3)c2N)c1	1&-3
COCCN1C(=O)c2ccccc2C(C(=O)NC2CC2)C1c1c[nH]c2ccccc12 (centres undefined)	2
CCOc1ccc(N2C(=O)C3ON(c4ccccc4)C(c4ccc(F)cc4)C3C2=O)cc1 (centres undefined)	-2
COc1cccc(N2CC(C(=O)NC3CCCCC3)CC2=O)c1 (centres undefined)	-2
Cc1cc(Cl)ccc1NC(=O)CN(Cc1ccccc1)S(=O)(=O)c1ccc(Br)cc1	0
CC(C)c1ccc(NC(=O)C(NS(=O)(=O)c2cccs2)C(C)C)cc1 (centres undefined)	-3
CCCC1CC(C)(C(=O)Cn2[nH]c(=O)ccc2=O)OC1=O (centres undefined)	-1&10
COc1ccc(C2=CC(c3ccccc3OC(F)F)n3c(nc4ccccc43)N2)cc1 (centres undefined)	-11
COc1ccc(OC)c(S(=O)(=O)NCc2cn3cccc(C)c3n2)c1	-5

# Taken from above.
# Entry of Cc1cc(Cl)ccc1NC(=O)CN(Cc1ccccc1)S(=O)(=O)c1ccc(Br)cc1 under 14-3-3 PPI: 0
# Entry of Cc1ccccc1-n1nnnc1SCC(=O)Nc1ccc(S(=O)(=O)N2CCCC2)cc1 under 14-3-3 PPI: -7
# Entry of O=C(COc1ccccc1)Nc1ccc2c(c1)nc1n2CCSC1 under 14-3-3 PPI: -1
# Entry of CCC(C)c1c(O)nc(SCCOc2ccc(Cl)cc2)[nH]c1=O (centres undefined) under 14-3-3 PPI: -14
# Entry of CCc1ccc2[nH]c(=O)c(C(c3nnnn3CCOC)N3CCN(c4ccc(F)cc4)CC3)cc2c1 (centres undefined) under 14-3-3 PPI: 0
# Entry of Cn1cccc1C(=O)NC(=O)COC(=O)c1ccccc1Sc1ccccc1C#N under 14-3-3 PPI: -18

# Going on with the list:
canonical_smiles	14-3-3 PPI
CCCSc1oc(-c2cccs2)nc1S(=O)(=O)c1ccc(Cl)cc1	-130
CC1=C(C(=O)N2CCOCC2)C(c2cccs2)n2c(nc3ccccc32)N1 (centres undefined)	6
CCCNC(=O)Cn1cnc2sc(C(=O)Nc3cccc(OC)c3)c(C)c2c1=O	-7
Cn1c(=NC(=O)c2ccc(S(=O)(=O)N3CCCC3)cc2)sc2c3ccccc3ccc21	3

# High-throughput results: PubChem BioAssay, Emory University Molecular Libraries Screening Center

# This is a subset, so the mix of outcomes need not match the whole.
